From PubChem BioAssay
HSP90 inh: HSP90 refolding inhibition in rabbit reticulocyte lysate | luciferase refolding luminescence, 3 h | inhibition, % at 5.6 µM | 290,000 compounds, 0.91% hits;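 active means inhibition above the screen-wide mean plus 3 SD, computed separately per campaign, cut at about 16% in these data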;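 further: 0% = DMSO wells and 100% = 60 µM geldanamycin wells; inhibitors lower the luminescence because luciferase stays unfolded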
IEC-6 tox: kills IEC-6 intestinal cells in KLF5 counter-screen. IEC-6 cytotoxicity, luminescence viability. inhibition, % at 5 µM. AID 1825. 290,000 compounds, 0.78% hits; in the data active means inhibition above about 22%;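 further: 0% = plate median of test compound wells and 100% = cytotoxic reference compound wells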
SKKanGAS inh: blocks kanamycin growth of S. pyogenes SKKanGAS strain | inhibition, % at 7.5 µM | AID 1662 | 300,000 compounds, 1.3% hits | BacTiter-Glo, 6 h;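 active means mean replicate score, as percent of positive control median, at least 50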;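 further: strain carries kanamycin resistance gene driven by streptokinase promoter and grows in 40 µg/ml kanamycin; loss of luminescence reflects streptokinase promoter inhibition or plain growth inhibition; 0% = median of DMSO wells and 100% = positive control at its reference dose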
AI-2 QS mod: modulates the Vibrio harveyi AI-2 quorum sensing system; Vibrio harveyi JMH597 AI-2 luminescence/OD600 ratio, 9 h; stronger effect = lower value; strain lacks LuxN and CqsS sensors; 0 = neutral-control median; activity change, % at 7.5 µM; 300,000 compounds, 0.4% hits; in the data active means activity change below about -75%, passing the limit was not always enough;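 further: luminescence divided by OD600 gain over 9 h not by final OD600 alone; inactives centre near 13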
HSF1 inhib: HSF1 inhibition; activity change, negative = inhibition, % at 7.5 µM (by protocol); 300,000 compounds, 0.77% hits; AID 2098; NIH3T3-HGL HSE-luciferase, MG132-induced, luminescence 8 h; stronger effect = lower value;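 active means more than half of replicate wells show activity change below -50%, luminescence cut by over half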;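 further: luciferase reports HSF-1 transcriptional activity via heat shock element; 0% = median of DMSO wells and -100% = zero luminescence signal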
Platelet DG rel: modulates dense granule release in human platelets; human platelet-rich plasma, SFLLRN dense granule ATP release, luminescence; AID 1663; 300,000 compounds, 0.22% hits; inhibition, %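 (compounds screened at 7.5 µM in platelet-rich plasma)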;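 active means mean replicate score, as percent of positive control, at or above 50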
KLF5 inh: suppresses KLF5 promoter-driven expression. 290,000 compounds, 0.23% hits. DLD-1 KLF5 promoter-luciferase reporter, luminescence. inhibition, % at 5 µM. AID 1700;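 active means inhibition above a per-plate limit of that plate's mean compound inhibition plus 3 SD, cut at about 60% in these data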;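 further: 0% = DMSO wells and 100% = LY294002 at 200 µM; higher means less KLF5 promoter-driven luciferase light; inactives centre near -14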
HSF1 activator: increases HSF-1 driven luciferase reporter signal; AID 504408; activation, % at 9 µM; 300,000 compounds, 1.7% hits; NIH3T3-HGL HSF-1 luciferase reporter, MG132, 8 h; 100% = twice DMSO control signal;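 active means mean replicate activation of at least 50% with a set share of replicates each reaching 50%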;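 further: 0% = median of the neutral control wells and 100% = twice that signal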
aSyn UTR inh: 5' untranslated region of α-synuclein, MLPCN primary screen; inhibition, % (tested at 7.5 µM); 300,000 compounds, 0.82% hits; AID 1813; alpha-synuclein 5'UTR reporter, inhibitor activity; in the data active means inhibition above about 60%;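 further: H4 neuroglioblastoma cells stably carrying SNCA 5'UTR luciferase fusion; 0% = DMSO wells and 100% = positive control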
HIF activator: HIF pathway transcriptional activation; U2OS HRE-luciferase reporter, luminescence; normalized: DMSO 0%, desferrioxamine 100%; activation, % at 7.5 µM (by protocol); 300,000 compounds, 0.32% hits;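 active means mean activation of at least 10% of the iron chelator positive control signal, with at least half of replicates also reaching 10%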
* = called active by the depositor; . = no result given. Rows were taken by chance; overall some 6% were active at least once.

SMILES | HSP90 inh | IEC-6 tox | SKKanGAS inh | AI-2 QS mod | HSF1 inhib | Platelet DG rel | KLF5 inh | HSF1 activator | aSyn UTR inh | HIF activator
CCOC(=O)C1=C(C)n2c(s/c(=C/c3cccc([N+](=O)[O-])c3)c2=O)=NC1c1ccc(O)c(OC)c1 (configuration not stated) | 9.4 | 0.3 | 67.4* | 0.2 | -13.1 | -0.1 | 4.0 | -23.9 | -39.2 | -1.4
CCN(CC)c1cc(-c2ccccc2)ncn1 | -6.3 | -0.4 | -4.8 | 24.5 | . | 0.4 | -4.2 | . | 11.9 | .
Cc1ccc(-c2nn(C)c(=O)c3ccccc23)cc1CN1CCCCC1 | 1.9 | -1.8 | -1.3 | -1.2 | -6.5 | 11.5 | -13.1 | -5.2 | -15.9 | 0.0
O=C(O)c1ccc(S(=O)(=O)NC2CCCCC2)cc1 | 6.5 | 4.2 | -1.9 | 23.4 | 1.6 | -0.4 | -4.9 | -0.8 | -2.3 | 0.4
CCCS(=O)(=O)N1CCN=C1SCc1cccnc1 | -1.6 | -2.5 | -2.4 | 10.4 | -13.8 | -6.9 | -30.5 | 0.1 | -9.5 | -0.1
CSc1ccccc1NC(=O)c1cc(-c2cccnc2)nc2ccc(Br)cc12 | -0.9 | 2.2 | 10.4 | -1.1 | -4.4 | 8.3 | -2.4 | -13.0 | 18.5 | -1.9
COc1ccccc1NS(=O)(=O)c1cc(NC(=O)c2sc3cc(Cl)ccc3c2Cl)ccc1C | -1.0 | 4.6 | 14.7 | 37.0 | 2.9 | 2.8 | -10.5 | 10.0 | 16.3 | 0.4
CCOC(=O)c1ccccc1NC(=O)Cn1c(-c2nonc2N)nc2ccccc21 | 5.0 | 76.7* | 11.1 | 6.4 | 3.0 | -1.9 | 45.5 | 17.0 | 73.0* | 0.5
O=C(Nc1nc(-c2ccc(S(=O)(=O)N3CCCC3)cc2)cs1)C1COc2ccccc2O1 (configuration not stated) | 0.4 | 4.7 | -1.2 | 18.4 | -14.8 | -10.8 | 0.1 | -9.1 | 37.0 | -1.2
CN1CCN(C(=O)CN(C)S(=O)(=O)c2cc(Cl)ccc2Cl)CC1 | 0.3 | -7.8 | 0.7 | 18.3 | -2.4 | 0.4 | -26.0 | 0.6 | 1.0 | 0.2
O=C(CCn1nc(-c2ccc(Cl)cc2)ccc1=O)N1CCOCC1 | 2.4 | -3.0 | -4.5 | 28.0 | -3.8 | -19.0 | -31.2 | 2.9 | 10.3 | -0.1
CCn1c(SCC(=O)NCc2ccco2)nc2cccnc21 | -1.8 | 3.3 | 0.6 | 17.1 | 2.3 | . | -31.2 | 6.8 | -2.5 | -1.3

8 entries from above, arranged by molecular weight, ascending:
SMILES | HSP90 inh | IEC-6 tox | SKKanGAS inh | AI-2 QS mod | HSF1 inhib | Platelet DG rel | KLF5 inh | HSF1 activator | aSyn UTR inh | HIF activator
CCN(CC)c1cc(-c2ccccc2)ncn1 | -6.3 | -0.4 | -4.8 | 24.5 | . | 0.4 | -4.2 | . | 11.9 | .
O=C(O)c1ccc(S(=O)(=O)NC2CCCCC2)cc1 | 6.5 | 4.2 | -1.9 | 23.4 | 1.6 | -0.4 | -4.9 | -0.8 | -2.3 | 0.4
CCn1c(SCC(=O)NCc2ccco2)nc2cccnc21 | -1.8 | 3.3 | 0.6 | 17.1 | 2.3 | . | -31.2 | 6.8 | -2.5 | -1.3
Cc1ccc(-c2nn(C)c(=O)c3ccccc23)cc1CN1CCCCC1 | 1.9 | -1.8 | -1.3 | -1.2 | -6.5 | 11.5 | -13.1 | -5.2 | -15.9 | 0.0
O=C(CCn1nc(-c2ccc(Cl)cc2)ccc1=O)N1CCOCC1 | 2.4 | -3.0 | -4.5 | 28.0 | -3.8 | -19.0 | -31.2 | 2.9 | 10.3 | -0.1
CCOC(=O)c1ccccc1NC(=O)Cn1c(-c2nonc2N)nc2ccccc21 | 5.0 | 76.7* | 11.1 | 6.4 | 3.0 | -1.9 | 45.5 | 17.0 | 73.0* | 0.5
CSc1ccccc1NC(=O)c1cc(-c2cccnc2)nc2ccc(Br)cc12 | -0.9 | 2.2 | 10.4 | -1.1 | -4.4 | 8.3 | -2.4 | -13.0 | 18.5 | -1.9
O=C(Nc1nc(-c2ccc(S(=O)(=O)N3CCCC3)cc2)cs1)C1COc2ccccc2O1 (configuration not stated) | 0.4 | 4.7 | -1.2 | 18.4 | -14.8 | -10.8 | 0.1 | -9.1 | 37.0 | -1.2

Further records:
SMILES | HSP90 inh | IEC-6 tox | SKKanGAS inh | AI-2 QS mod | HSF1 inhib | Platelet DG rel | KLF5 inh | HSF1 activator | aSyn UTR inh | HIF activator
O=C(Nc1cccnc1)C1(c2ccc(Cl)cc2)CCCC1 | 0.0 | 1.7 | 6.1 | 3.8 | 3.4 | -8.3 | 4.5 | 11.2 | 1.6 | -0.2
CC(=O)Nc1ccc(S(=O)(=O)Nc2ccc(C)c([N+](=O)[O-])c2)cc1 | 0.3 | -3.7 | -3.5 | 22.7 | 4.8 | -12.9 | -5.4 | 42.0 | -6.2 | -0.5
CN(C)NC1=CC(=[N+]2CCCC2)CC(C)(C)C1 | -0.5 | 8.4 | -4.7 | 19.6 | -0.1 | -0.2 | -21.9 | -18.6 | -23.2 | 0.2
CC(=O)Nc1cccc(C(=O)/C=C/c2cccs2)c1 | 3.5 | 9.7 | -0.2 | 13.9 | 1.7 | 4.6 | -27.4 | 17.1 | -116.6 | 1.1
Cc1nc2c3ccccc3nc(NNC(=O)CCC(=O)NCCN3CCN(c4ccccc4)CC3)n2n1 | -3.5 | -0.1 | 0.4 | 9.8 | -4.9 | -4.8 | -26.0 | 3.7 | -0.7 | -0.3
O=C(C(=O)N1CCN(c2ccccc2Cl)CC1)c1c[nH]c2ccccc12 | 2.2 | 4.0 | 0.8 | 29.7 | 10.0 | -7.2 | -13.7 | 7.1 | 7.0 | -0.8
CC(=O)c1c(COC(=O)c2ccncc2)nc2ccccc2[n+]1[O-] | 1.2 | 3.8 | 5.0 | 8.7 | -4.7 | -2.3 | 12.1 | -1.6 | -0.3 | -0.4
Cc1cccc(-n2ccnc2CN2CCN(C3CCCC3)C(CCO)C2)c1 (configuration not stated) | -0.4 | 3.0 | -4.7 | 14.6 | -14.5 | -6.2 | -3.4 | -13.3 | -8.6 | 0.2
COc1cc(C(=O)NCCCC2CCCC2)ccc1OC1CCN(C(C)=O)CC1 | 0.8 | 4.5 | -2.2 | 1.3 | 16.4 | -1.0 | -10.7 | 26.2 | -11.4 | 0.7
CCOC(=O)C1=C(C)N(c2ccc(C)c(C)c2)C(=O)/C1=C\c1ccco1 | -0.5 | 1.8 | -3.6 | 17.0 | 13.0 | 7.6 | -4.2 | 34.3 | 35.1 | -0.7
COc1ccc(OCC(=O)N/N=C2/C=C(C)CC2)cc1 | 1.2 | -4.9 | -5.4 | 25.3 | -10.3 | 0.0 | 16.5 | -0.2 | -3.6 | -0.5
O=C(Nc1ncc2c(n1)-c1ccccc1CC2)c1cccs1 | -3.2 | 11.5 | 4.0 | -2.1 | -17.7 | -0.5 | -26.4 | -34.6 | 5.2 | 0.5
O=C(Nc1ccc(Cc2ccncc2)cc1)c1ccc(S(=O)(=O)N2CCCC2)cc1 | 2.2 | 1.8 | 0.2 | 13.7 | -11.6 | 8.9 | -6.8 | -0.5 | 22.6 | -1.0
